RGS7-Gao reg = RGS7-Galphao binding modulators, primary screen, biochemical, multiplexed bead flow cytometry | actives lie on both sides | binding response (% of control), % at 10 µM | hit rate 0.35% among 220,000; in the data active means binding response below about 49% or above about 150%; inconclusive means no clear call, values can overlap the other calls; inactive means in between;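 further: fluorescent Galphao held in activated GDP-AlF4 state binding bead-coupled RGS7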
Target sequence (P09471 whole entry, looked up): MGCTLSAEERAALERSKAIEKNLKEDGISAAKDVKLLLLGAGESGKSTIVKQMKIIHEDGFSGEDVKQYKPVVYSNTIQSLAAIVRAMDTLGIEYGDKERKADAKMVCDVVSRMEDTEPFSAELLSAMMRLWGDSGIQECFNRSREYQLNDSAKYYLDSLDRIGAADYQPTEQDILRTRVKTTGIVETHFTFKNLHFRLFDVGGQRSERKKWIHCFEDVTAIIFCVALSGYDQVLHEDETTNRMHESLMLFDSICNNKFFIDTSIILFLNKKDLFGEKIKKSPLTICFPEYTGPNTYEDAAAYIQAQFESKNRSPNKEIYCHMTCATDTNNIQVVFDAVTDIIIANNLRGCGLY
Bim-Mcl-1 = inhibitors of Bim peptide binding to Mcl-1, primary screen, biochemical, bead-based flow cytometry, multiplex; Induced myeloid leukemia cell differentiation protein Mcl-1 (Homo sapiens), Q07820; Bim peptide-Mcl-1 binding; inhibition, % at 10 µM; hit rate 0.1% among 190,000; AID 1009, 2008; in the data active means inhibition above about 40%;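 further: 0% = no compound tracer wells and 100% = peptide blocker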
RGS4-Gao reg = modulators of RGS4 binding to Galphao, primary screen, biochemical, multiplexed bead flow cytometry | Guanine nucleotide-binding protein G(o) subunit alpha (Homo sapiens), P09471 | actives lie on both sides | binding response (% of control), % at 10 µM | hit rate 0.33% among 220,000 | AID 1415, 2008; in the data active means binding response below about 49% or above about 150%; inactive means in between;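 further: fluorescent Galphao activated with aluminum fluoride binding bead-coupled RGS4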
Mcl1-Noxa inh = Mcl-1/Noxa binding inhibitors, primary screen, biochemical, TR-FRET, 1536-well | TR-FRET Mcl-1/Noxa peptide binding, 2 h | hit rate 1.5% among 220,000 | AID 1022, 2008 | inhibition, % at 21.7 µM;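 active means compounds that cut the protein-peptide binding signal by more than 50% relative to plate controls in a single-dose test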;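 further: His-tagged Mcl-1 with rhodamine Noxa BH3 peptide and terbium anti-His antibody; 0% = Mcl-1 plus Noxa peptide wells and 100% = peptide-only wells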
RGS8-Gao = RGS8-Galphao binding modulators, primary screen, biochemical, multiplexed bead flow cytometry | Guanine nucleotide-binding protein G(o) subunit alpha (Homo sapiens), P09471 | actives lie on both sides | response (percent of control binding), % at 10 µM | hit rate 0.34% among 220,000 | AID 1423, 2008; in the data active means response below about 60% or above about 140%; inactive means in between;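 further: Galphao activated as the GDP aluminium fluoride complex binding bead-coupled RGS8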
Pf gametocyte = late stage P. falciparum gametocyte viability inhibitors, primary screen, ATP luminescence, HTS; inhibition, % at 10.9 µM; P. falciparum stage V gametocytes, 24 h; hit rate 0.065% among 150,000;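 active means inhibition above the mean plus 3 SD of compounds within the control limits, set per campaign, cut at about 38% in these data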;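 further: 0% = DMSO wells and 100% = medium only without gametocytes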
ABCB1 block = ABCB1 efflux pump inhibitors, primary screen, cell-based, multiplex, flow cytometry, ABCG2 counter-screen; ATP-dependent translocase ABCB1 (Homo sapiens), P08183; CCRF-Adr cells, JC-1 efflux; inhibition, % at 6.6 µM; hit rate 0.067% among 190,000; AID 1326, 2008; in the data active means inhibition above about 40%;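 further: 0% = vehicle and 100% = reference inhibitor; higher value means more JC-1 retained so stronger ABCB1 efflux block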
ABCG2 inh = ABCG2 efflux pump inhibitors, primary screen, multiplex with ABCB1, IgMXP3 cells, flow cytometry; inhibition, % at 6.6 µM; JC-1 efflux; hit rate 0.1% among 190,000; Broad substrate specificity ATP-binding cassette transporter ABCG2 (Homo sapiens), Q9UNQ0;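 active means inhibition above 80%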;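 further: 0% = DMSO and 100% = nicardipine control wells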
Target sequence (Q9UNQ0 whole entry, looked up): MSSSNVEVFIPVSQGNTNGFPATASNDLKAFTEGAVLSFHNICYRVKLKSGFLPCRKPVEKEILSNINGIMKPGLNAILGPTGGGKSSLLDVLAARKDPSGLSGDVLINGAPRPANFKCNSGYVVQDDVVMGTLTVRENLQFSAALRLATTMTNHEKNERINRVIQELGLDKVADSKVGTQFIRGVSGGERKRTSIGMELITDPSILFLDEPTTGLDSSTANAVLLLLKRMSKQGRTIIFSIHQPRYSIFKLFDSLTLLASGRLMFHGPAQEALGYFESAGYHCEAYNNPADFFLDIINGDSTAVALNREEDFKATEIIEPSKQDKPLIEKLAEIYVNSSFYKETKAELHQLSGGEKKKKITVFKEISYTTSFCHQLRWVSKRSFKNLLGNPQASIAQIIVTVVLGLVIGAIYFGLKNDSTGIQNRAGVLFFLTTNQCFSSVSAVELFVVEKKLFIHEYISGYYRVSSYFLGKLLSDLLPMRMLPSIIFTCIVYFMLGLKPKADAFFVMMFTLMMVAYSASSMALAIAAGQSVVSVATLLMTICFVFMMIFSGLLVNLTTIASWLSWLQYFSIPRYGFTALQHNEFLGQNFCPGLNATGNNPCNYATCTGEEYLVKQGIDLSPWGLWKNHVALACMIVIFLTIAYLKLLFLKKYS
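Measure – % inhibition of efflux relative to nicardipine and DMSO · Test system – ABCG2 IgMXP3 and barcoded ABCB1 CCRF-Adr cell mix · Control set – nicardipine as high control, DMSO as low control · Compound – one concentration, 6.6 µM final · Signal – flow cytometry of retained JC-1 fluorescence · Timing – 10 min exposure at 25 °C with rotation, no wash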
Mcl1 Bid PPI = Mcl-1/Bid binding inhibitors, primary screen, biochemical, TR-FRET, 1536-well | TR-FRET Mcl-1/Bid-Dy647 peptide binding | hit rate 0.97% among 220,000 | AID 1021, 2008 | inhibition, % at 21.7 µM | Induced myeloid leukemia cell differentiation protein Mcl-1 (Homo sapiens), Q07820;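 active means compounds that cut the binding signal by more than half at the single screening dose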;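 further: His-tagged Mcl-1 with europium anti-His antibody binding Bid BH3 peptide; 0% = Mcl-1 plus peptide wells and 100% = peptide-only wells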
GSH bead fluor = compound fluorescence on glutathione beads, profiling panel, artefact control, biophysical, 488/530 nm, flow cytometry | GSH beads flow cytometry, compound fluorescence 488/530 nm; stronger effect = higher value | fluorescence (KMESF) at 10 µM | hit rate 0.25% among 190,000 | AID 1776, 2009; in the data active means fluorescence above about 89;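 further: glutathione beads carrying GST-tagged Bcl family fusion proteins plus one bare bead set; values are compound well signal with DMSO vehicle wells as background; inactives centre near 16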
Avidin fluor = green autofluorescence of compounds with avidin beads – biophysical, 488/530 nm, flow cytometry, artefact control, profiling panel | compound fluorescence 488/530 nm; stronger effect = higher value | hit rate 0.38% among 220,000 | fluorescence (KMESF) at 10 µM; in the data active means fluorescence above about 47; further: inactives centre near 10
* marks the source's active call; other numbers are inactive results; u = inconclusive; x = no result given.

SMILES	RGS7-Gao reg	Bim-Mcl-1	RGS4-Gao reg	Mcl1-Noxa inh	RGS8-Gao	Pf gametocyte	ABCB1 block	ABCG2 inh	Mcl1 Bid PPI	GSH bead fluor	Avidin fluor
O=C(CSc1nnc(-c2ccc3c(c2)OCCO3)o1)N1CCCC1	99	-2	96	13	99	11	1.1	51	-24	23	33
COC(=O)[C@@H]1C[C@H]2CC[C@H](O)C[C@H]2N1Cc1ccccc1OC(=O)c1cccs1	u	x	104	-21	101	-27	x	x	-51	x	9
CCN(CC)C(=O)C(=O)N/N=C/c1ccc(Br)cc1	97	-2	98	-5	96	x	0.2	0	-12	25	6
CCCNC(=O)c1c(N)n(-c2cc(OC)cc(OC)c2)c2nc3ccccc3nc12	107	1	102	-9	101	5	1.1	11	25	21	33
CC(=O)c1ccccc1OCCOCCOc1ccccc1C(C)=O	102	0	100	-13	102	-4	x	9	-19	12	6
CCNC(=O)NC(C(=O)OC)C12CC3CC(CC(C3)C1)C2 (stereo not given)	100	-2	98	-11	99	-6	-0.1	0	24	18	8
Cc1[nH]c2ccccc2c1C(=O)CN1CCCCC1CCO (stereo not given)	96	-2	102	5	103	x	-1.7	-3	-20	30	12
Cc1ccccc1C(=O)c1cccn1CC(=O)NCc1ccc2c(c1)OCO2	102	2	102	6	97	-2	1.1	2	-11	47	7
CCOC(=O)c1sc(-c2ccc(Cl)cc2Cl)nc1O	u	x	101	28	100	-9	x	x	11	x	3
O=C(Nc1ccc(Cl)cc1)c1cc2nc(C3CC3)cc(C(F)(F)F)n2n1	101	-3	101	12	102	x	-0.3	46	-15	29	12
CC1CN(C(=O)COC(=O)c2nn(-c3ccccc3)c(=O)c3ccccc23)CC(C)O1 (stereo not given)	143	0	98	-12	105	-12	1.6	7	0	14	44
O=C(c1oc(=O)c2ccccc2c1-c1ccccc1)N1CCOCC1	100	-3	101	25	105	-24	0.6	2	-11	34	10
CCc1ccccc1NC(=O)c1ccc(F)c(S(=O)(=O)N2CCC(C(N)=O)CC2)c1	99	-4	103	11	101	x	0.5	2	-26	14	11
COC(=O)c1ccc(N/C=C/C(=O)c2ccc(OC)c(OC)c2)cc1	98	-4	102	-34	102	x	1.0	13	5	29	13
CNC(=S)N1CCN(c2c(F)cc3c(=O)c(C(=O)O)cn(C4CC4)c3c2OC)CC1C (stereo not given)	101	-1	100	-154	101	x	0.5	2	-25	16	40
COc1ccccc1N(C)S(=O)(=O)c1ccc(C(=O)NCc2ccc3c(c2)OCO3)cc1	u	-5	101	-2	100	6	3.0	14	-19	12	16
O=C(CN1CCN(Cc2ccccc2Cl)CC1)N/N=C/C=C/c1ccco1	u	x	98	6	99	4	x	x	-33	x	3
COc1ccc(-n2nnc3c(=O)n(CC(=O)N4CCC(C)CC4)cnc32)cc1	99	1	100	0	101	x	0.4	0	-15	26	7
O=c1oc2ccccc2c(Nc2cccc3cccnc23)c1[N+](=O)[O-]	104	3	107	15	113	6	0.0	0	-14	13	13
O=C(COC(=O)c1ccccc1)NCc1cccs1	102	-1	104	12	103	-7	-0.4	1	-22	9	5
C=CCNC(=O)C(C(=O)OCC)C1CCCCC1 (stereo not given)	102	-3	102	-6	104	x	0.2	0	-1	16	24
Cc1sc(-n2c(C)ccc2C)c(C#N)c1C	107	-10	100	0	99	16	0.7	3	-40	28	10
O=C(CSc1nc2c(cnn2-c2ccccc2)c(=O)[nH]1)NC1CCS(=O)(=O)C1 (stereo not given)	96	-1	98	9	98	6	0.8	-1	-9	15	8
O=C(NCc1ccc(N2CCCC2=O)cc1)Nc1cccc(Cl)c1	96	-3	89	-7	86	-10	0.4	1	-3	19	2
O=C(NNc1cc(Cl)ccc1Cl)c1cccnc1Cl	88	-1	89	-1	94	-36	0.6	1	-34	12	23

Next part:
SMILES	RGS7-Gao reg	Bim-Mcl-1	RGS4-Gao reg	Mcl1-Noxa inh	RGS8-Gao	Pf gametocyte	ABCB1 block	ABCG2 inh	Mcl1 Bid PPI	GSH bead fluor	Avidin fluor
O=C(CSc1nnc(-c2ccc(F)cc2)o1)N1CCN(C(=O)c2ccco2)CC1	101	-2	103	x	101	x	2.1	9	-14	31	10
CCNc1nc(Oc2ccc(C(=O)OCC)cc2)nc(N2CCOCC2)n1	97	-3	99	17	100	x	0.9	3	-15	9	22
CCOc1ccc(CNC(=S)N/N=C/c2ccncc2)cc1	103	-2	98	16	97	19	0.3	4	-22	10	5
COC(=O)C1SCC2C(=O)N(Cc3ccc(F)cc3)CC(=O)N21 (stereo not given)	u	1	97	13	100	10	0.4	1	-12	9	13
Cc1ccccc1C1CCCN(Cc2nc(C3CC3)no2)C1 (stereo not given)	105	0	102	-10	104	-11	-0.1	1	5	17	8
O=C(Nc1ccc2c(c1)nc1n2CCOC1)C1CCCCC1	95	-1	102	27	92	1	0.3	3	9	9	9
Cc1ccc(NS(=O)(=O)c2ccc(C(=O)NCC3CCCO3)cc2)cc1 (stereo not given)	98	-1	99	-1	99	x	0.8	3	0	14	10
O=C(CN1C(=O)CSc2ccc(S(=O)(=O)N3CCOCC3)cc21)NCCCN1CCOCC1	104	-3	106	-25	106	-15	0.3	2	-18	15	10
O=C(Cn1cnc2c(oc3ccccc32)c1=O)NCC1CCCO1 (stereo not given)	97	1	94	6	106	-4	0.2	3	8	19	5
N#Cc1c(=O)c2nc(NCCCO)ncc2n2c(=O)c3ccccc3[nH]c12	102	-1	102	25	101	5	-1.2	-8	-24	14	9
COc1ccc(NC(=O)C2C3C=CC(O3)C2C(=O)NCc2cccnc2)cc1 (stereo not given)	103	-5	101	8	101	-11	0.3	11	-16	31	13
Cn1ccnc1Sc1ccc(C=O)cc1[N+](=O)[O-]	96	0	99	-15	101	x	0.4	1	-7	11	22
CCOC(=O)Cc1c(C)nc2c(-c3ccccc3OC)c(C)nn2c1C	104	-1	103	16	100	x	0.2	1	-4	29	10
c1ccc(-c2nnc(OCCN3CCOCC3)c3ccccc23)cc1	98	79*	105	2	105	x	0.2	1	-13	31	0
O=C(COC(=O)c1cccc(NS(=O)(=O)c2ccc(F)c(F)c2)c1)NC(=O)NC1CCCCC1	99	-4	97	13	97	-2	1.2	7	-9	4	6
O=C1CC(N2CCN(c3ccccc3)CC2)C(=O)N1c1ccc2c(c1)OCO2 (stereo not given)	100	-1	100	13	100	x	1.2	6	-28	14	10
S=C(NCc1ccco1)Nc1cccc(Cl)c1Cl	u	x	101	1	99	-38	x	x	-47	x	8
Cc1occc1C(=O)N1CCCC(CCC(=O)NCc2ccc(F)c(F)c2)C1 (stereo not given)	109	0	107	16	104	14	0.6	2	2	17	6
COc1ccccc1OCCCC(=O)NCc1ccco1	95	-1	100	10	101	28	0.6	3	-30	26	10
NC(=NCCc1c[nH]c2ccccc12)NC(=O)c1ccc(Cl)cc1	105	2	103	19	105	x	0.8	8	-65	12	13
Cc1cc(C)cc(NC(=O)C2CCCC2)c1	100	-2	98	-6	100	-12	0.6	22	-21	37	12
CCOC(=O)N1CCN(c2ccc(N3C(=O)CCCC3=O)cc2[N+](=O)[O-])CC1	99	-3	99	-2	96	-32	0.5	1	-13	15	10
CCCCC(=O)Nc1nc(C)c(-c2csc(Nc3ccccc3OC)n2)s1	102	-5	100	35	101	3	0.1	0	-10	22	26
CCc1cccc(CC)c1NC(=O)Cn1c(-c2ccccc2Cl)nc2ccccc21	101	1	101	23	102	4	1.5	5	5	12	12
O=CN/N=C/c1c(O)ccc2ccccc12	u	x	99	12	98	-10	x	x	-25	x	8

Later entries
SMILES	RGS7-Gao reg	Bim-Mcl-1	RGS4-Gao reg	Mcl1-Noxa inh	RGS8-Gao	Pf gametocyte	ABCB1 block	ABCG2 inh	Mcl1 Bid PPI	GSH bead fluor	Avidin fluor
COc1ccc(N2C(=O)CCC(C(=O)N(C)C3CCCCC3)C2c2ccc(OC)c(OC)c2)cc1 (stereo not given)	105	-1	105	11	100	1	0.7	1	-27	29	10
Cc1cc(N2CCCC2=O)c(N)cc1N	97	-2	99	x	97	x	-0.3	0	-46	27	9
COc1cc(OC)c(C(=O)OCC(=O)N(Cc2ccccc2)C(C)(C)C)cc1OC	u	-3	103	0	102	-19	0.1	0	-2	18	8
CCc1nccn1C(=O)c1cnn2c(C(F)F)cc(-c3ccccc3)nc12	100	-4	105	16	101	x	-1.0	2	-5	19	23
c1ccc(Cn2ncc3ccccc32)cc1	98	0	98	5	100	8	0.1	1	-10	22	28
CC(C)CN1C(=S)SC(C)(C)C1n1oc(=O)n(-c2ccc(Cl)cc2)c1=O (stereo not given)	100	-2	102	6	103	x	0.0	0	1	12	16
Cc1ccc(N2CN=C3SCC(=O)N3C2)cc1C	88	1	92	-12	96	5	-0.1	3	-45	15	9
CSCC[C@H](NC(=O)c1cccc([N+](=O)[O-])c1C)c1nc2ccccc2[nH]1	98	-9	100	-2	104	x	2.4	49	-70	19	7
COc1cc(OC)c(C2N(C)c3ccccc3N2C)cc1OC	96	1	102	-8	102	x	0.0	2	-28	14	12
CCc1n[nH]c(=S)n1N=C1CCC(C)CC1 (stereo not given)	105	0	98	-11	99	-1	0.0	0	-47	19	12
Cc1ccc(-n2c(C)cc(=O)cc2C)c(C)c1	97	-2	99	14	103	-20	28	39	-40	15	22
Cc1sc(N2C(=O)C3C(C2=O)[C@H]2C=C[C@@H]3C2)c(C#N)c1C (stereo not given in full)	u	x	95	0	97	17	x	x	-27	x	4
CCOC(=O)C1CCN(Cc2ccc(F)cc2F)CC1	101	3	102	6	102	-23	0.0	0	15	6	6
COc1cc(NC(=O)c2cccs2)ccc1NC(=O)c1ccco1	98	0	101	28	101	x	0.2	0	-6	34	13
COCCCNc1nc2nonc2nc1N1CCC(C(C)N2CCOCC2)CC1 (stereo not given)	97	0	101	12	101	-2	1.1	12	-20	11	11

Reformatted comma-delimited: entries from further up
SMILES,RGS7-Gao reg,Bim-Mcl-1,RGS4-Gao reg,Mcl1-Noxa inh,RGS8-Gao,Pf gametocyte,ABCB1 block,ABCG2 inh,Mcl1 Bid PPI,GSH bead fluor,Avidin fluor
COC(=O)C1SCC2C(=O)N(Cc3ccc(F)cc3)CC(=O)N21 (stereo not given),u,1,97,13,100,10,0.4,1,-12,9,13
Cc1ccccc1C1CCCN(Cc2nc(C3CC3)no2)C1 (stereo not given),105,0,102,-10,104,-11,-0.1,1,5,17,8

Screening results: PubChem BioAssay, several laboratories
